# LmPK inhibitor – inhibitors of Leishmania mexicana pyruvate kinase; Q27686; hit rate 0.37% among 290,000; AID 1721; purified LmPK, Kinase-Glo ATP luminescence, 1 h; Potency, µM (doses to about 57.5 µM), for the others: top-dose activity change, negative = inhibition, actives largely listed as inhibitors; also: potency is read from the fitted curve at half-maximal effect; % is scaled to controls: 0 for no effect and ±100 for the full control effect
# Target sequence (Q27686 whole entry, looked up): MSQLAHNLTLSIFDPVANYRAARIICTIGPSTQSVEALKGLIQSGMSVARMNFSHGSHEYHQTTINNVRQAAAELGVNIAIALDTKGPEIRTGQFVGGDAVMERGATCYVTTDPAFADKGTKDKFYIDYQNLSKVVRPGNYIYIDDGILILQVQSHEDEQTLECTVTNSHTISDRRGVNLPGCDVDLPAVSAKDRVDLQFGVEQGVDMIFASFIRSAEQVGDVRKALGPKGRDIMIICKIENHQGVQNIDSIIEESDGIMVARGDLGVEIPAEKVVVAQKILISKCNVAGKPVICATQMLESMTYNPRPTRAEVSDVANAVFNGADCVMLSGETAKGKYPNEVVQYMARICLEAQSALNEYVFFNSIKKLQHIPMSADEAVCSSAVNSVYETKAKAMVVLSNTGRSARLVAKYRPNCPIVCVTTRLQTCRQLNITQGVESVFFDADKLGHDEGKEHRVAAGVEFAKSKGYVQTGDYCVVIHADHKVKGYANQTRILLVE
#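 ATP generated from ADP (0.1 mM) and PEP (0.5 mM) by 0.1 nM LmPK over 1 h at room temperature (pH 7.2 imidazole buffer) was detected by coupled luciferase luminescence. Values were normalized to uninhibited and no-enzyme wells.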
# Shiga toxin inh – blocks Shiga toxin action in Vero cells; Vero cells, Shiga toxin protein synthesis inhibition reporter; inhibition, % at 38.7 µM; hit rate 9.2% among 290,000; AID 2315; in the data active = inhibition mostly above about 28%, no sharp cut-off; inactive = mostly below about 43%; also: 0% is about no effect
# TbPYK inhibitor – T. brucei pyruvate kinase inhibition; TbPYK enzyme, Kinase-Glo Plus ATP luminescence, 45 min; Potency, µM (series often up to 76.8 µM), for the others: at the top dose activity, negative = inhibition, hits mostly inhibitors; hit rate 0.12% among 410,000; AID 624173; also: potency is read from the fitted curve at half-maximal effect; % is scaled to controls: 0 for no effect and ±100 for the full control effect; nearly all actives have a fitted effect of over 50% in size
#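 Screened from lowest to highest concentration, compounds were pinned into TbPYK/substrate mixtures, and ADP (130 uM final) was added. Plates sat at room temperature for 45 min prior to Kinase-Glo Plus detection by luminescence.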
# CHX counter – counter-screen hit for Shiga toxin inhibitors, cycloheximide | cell reporter, cycloheximide protein synthesis inhibition counterscreen | max response, % | hit rate 12% among 300,000 | AID 2314; in the data active = max response mostly above about 13%, no sharp cut-off; inactive = mostly below about 14%; also: read at 38.3 µM for the half of the compounds with a filed dose; 0% is about no effect
# AmpC no deterg – AmpC beta-lactamase inhibition without detergent. Potency, µM (series often up to 57.1 µM), for inactives: at the top dose activity change, negative = inhibition, hits mostly inhibitors. AmpC nitrocefin hydrolysis, absorbance 480 nm, 0.0001% Triton. hit rate 0.52% among 330,000. P00811;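 also: potency is read from the fitted curve at half-maximal effect; plate controls were no compound for no effect and no enzyme for full effect; nearly all actives have a fitted effect of over 20% in size; some results filed as inactive show a strong effect at the top dose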
# Target sequence (P00811 whole entry, looked up): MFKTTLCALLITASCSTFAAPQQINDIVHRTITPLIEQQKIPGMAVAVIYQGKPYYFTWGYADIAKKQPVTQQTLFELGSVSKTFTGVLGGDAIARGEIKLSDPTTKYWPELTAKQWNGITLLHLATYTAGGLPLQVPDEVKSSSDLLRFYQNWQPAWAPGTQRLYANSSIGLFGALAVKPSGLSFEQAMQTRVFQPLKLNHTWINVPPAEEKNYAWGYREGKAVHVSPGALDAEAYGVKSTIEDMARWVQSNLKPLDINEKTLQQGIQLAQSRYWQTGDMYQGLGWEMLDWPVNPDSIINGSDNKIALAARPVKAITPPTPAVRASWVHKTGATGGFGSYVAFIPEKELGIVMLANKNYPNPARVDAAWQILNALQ
#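 AmpC (5.3 nM in the dispensed reagent) in 20 mM phosphate pH 7.0 with 0.01% (detergent screen) or 0.0001% Triton X-100 was preincubated with compounds for 15 min at room temperature. Nitrocefin was then added from an 800 uM solution, and hydrolysis was followed at 480 nm.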
# Pf growth 96h – P. falciparum growth inhibition at 96 hours. P. falciparum luciferase reporter growth, 96 h. hit rate 6.9% among 320,000. Potency, µM (series often up to 28.7 µM), for the others: top-dose activity change, negative = inhibition, hits mostly inhibitors; also: potency is read from the fitted curve at half-maximal effect; % is scaled to controls: 0 for no effect and ±100 for the full control effect
#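 96 h incubation, 37 C, 5% CO2, of luciferase-reporter P. falciparum-infected RBCs (2% hematocrit, 0.05% parasitemia final) with test compounds; endpoint luminescence.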
# Pf growth 48h – P. falciparum growth inhibition at 48 hours (one generation); P. falciparum luciferase growth in erythrocytes, 48 h; Potency, µM (series often up to 28.7 µM), inactives show at the highest dose activity change, negative = inhibition, hits mostly inhibitors; hit rate 5.9% among 310,000; AID 504832; also: potency is read from the fitted curve at half-maximal effect; % is scaled to controls: 0 for no effect and ±100 for the full control effect
#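 First compound was added to culture medium, then infected red cells at 0.1% parasitemia and 2% hematocrit (final). After incubation at 37 C under 5% CO2, luciferase detection reagent was dispensed and light output recorded.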
# * hit, by the source's call; ? = inconclusive; . = no result given; & = joins results of further samples; [ ] = another dose, or the depositor's remark. Unless noted, calls follow the shape of the dose curve; as a rule, active = well fitted curve in the direction sought with a large enough effect; inconclusive = small, poorly fitted or top-dose-only effect, or another doubt; inactive = no such curve, though single readings can be large; an effect the other way counts as inactive or inconclusive. This is a random part of the collection; about 22% have a hit in one of these screens.
SMILES,LmPK inhibitor,Shiga toxin inh,TbPYK inhibitor,CHX counter,AmpC no deterg,Pf growth 96h,Pf growth 48h
O=C(O)CCC(=O)Nc1nc2nc(-c3ccccc3)cc(-c3ccccc3)n2n1,3.5%,-8.5,-1.5%,-0.7,-18.5%,?,8.1%
CCC(=O)N(CCC1(c2ccccc2OC)CCOC(C(C)C)C1)Cc1ccco1 (stereo not given),5.0%,30.5,-1.5%,26.3*,116.3%[activator],10.4µM*,10.4µM*
CC(=O)c1ccc(N2CCN(S(=O)(=O)c3ccc4c(c3)CC(=O)N4)CC2)cc1,-4.2%,-1.3,3.9%,1.9,-18.1%,43.7%[activator],?
CC1CCCN(CCCNC(=O)CN2C(=O)CSc3ccc(S(=O)(=O)N4CCOCC4)cc32)C1 (stereo not given),5.1%,-5.4,0.4%&5.5%,-1.7,-9.4%,9.6%,8.3%
C=CCNC(=O)c1onc(CSc2cccc(OCC)c2)c1C(=O)O,25.5%,-6.7,2.4%,-2.1,-7.1%,42.6%[activator],12.2%
Cc1cc(/N=C/C=C2\N(C)c3ccccc3C2(C)C)n(CCC#N)n1,2.5%,19.5,-8.8%,3.1,111.1%[activator],13.5%[5.75 µM],?
O=C(COc1ccc(S(=O)(=O)N2CCCC2)cc1Cl)N1CCN(c2ccccc2)CC1,-0.7%,-2.7,2.4%,-1.2,34.1%,10.4%,?
CCOC(=O)c1ccc([N+](=O)[O-])cc1NC(C)=O,0.7%,-2.8,2.9%,-2.6,-2.6%,8.2%,22.1%
COc1cc2c(cc1OC)C(c1ccsc1)CC(=O)N2 (stereo not given),-2.3%,-24.4,-4.1%,6.1,-0.1%,-1.9%,4.5%
Cc1cccc(N(CC(=O)N2CCOCC2)S(C)(=O)=O)c1C,6.2%,-8.9,0.0%,-2.7,-2.6%,36.4%[activator],.
CCc1ccccc1N(CC(=O)N1CCCCC1)S(=O)(=O)c1ccccc1,1.3%,-2.4,-2.3%,-3.9,18.8%,-2.5%,-2.2%
Cc1ccc(S(=O)(=O)N(C)c2ccc(C(=O)NCC(c3cccs3)N3CCOCC3)cc2)cc1 (stereo not given),2.8%,-2.4,-0.6%,-3.7,-5.4%,10.4µM*,?
NC(=O)CC1Nc2cccc3cccc(c23)NC1=O (stereo not given),-1.0%,11.3,-14.5%,5.0,-7.5%,?,23.5%
O=C1NCCc2c1[nH]c1ccc([N+](=O)[O-])cc21,-1.8%,-8.1,1.8%,-1.8,-12.3%,0.9%,8.3%
CSc1nc(N)nc(SCC(=O)Nc2ccc(Cl)cc2)c1C#N,6.5%,43.1*,-3.0%,20.3*,-45.1%,-12.9%,-8.1%
COc1cccc(NC(=S)NNC(=O)CCn2cc([N+](=O)[O-])cn2)c1,-1.0%,-4.6,-23.0%,-1.6,-18.6%,36.1%[activator],0.3%
Cc1c(C(=O)OCC(=O)Nc2ccc(S(N)(=O)=O)cc2)oc2c1ccc1ccccc12,0.2%,17.6,1.6%,-5.3,-26.7%,-10.4%,16.9%
S=C(Nc1ccccc1)Nc1ccccc1Br,7.1%,23.2,6.2%,2.7,-0.4%,29.1%,13.3%
Cc1cccc(C)c1NC(=O)NC1(C(=O)NCC2CCCO2)CCCCC1 (stereo not given),0.2%,-2.1,4.0%,-7.3,-4.7%,6.9%,1.4%
CCc1ccc(N2C(=O)CN(Cc3ccccc3)C2=S)cc1,-0.5%,25.2,2.8%,9.3,-27.3%,25.5%,?
O=C(CSc1ccc(-c2ccccn2)nn1)Nc1cccc(F)c1,-5.0%,31.7*,-28.0%,41.6*,-17.3%,?,-24.4%
O=C(COc1ccccc1)Nc1nnc(S(=O)(=O)Nc2ccccc2)s1,-1.1%,-2.1,-2.5%&-0.7%,-3.0,-48.8%,1.7%,37.9%[activator]
COc1ccc(/C=C/C(=O)NCC(=O)N/N=C/c2cc(Br)ccc2OC)cc1,1.8%,-22.2,2.2%,1.7,-38.6%,42.3%[activator],14.3%
CCc1cccc(C)c1NC(=O)C1CCCN(S(C)(=O)=O)C1 (stereo not given),-4.8%,-5.1,0.2%,-0.5,-11.7%,?,2.4%
O=C(NC1CC2CCCC(C1)N2C(=S)Nc1ccccc1Cl)C1CC1 (stereo not given),-0.1%,-8.7,1.5%,-3.2,-10.4%,34.2%[activator],39.2%[activator]

# Remaining list, next part:
SMILES,LmPK inhibitor,Shiga toxin inh,TbPYK inhibitor,CHX counter,AmpC no deterg,Pf growth 96h,Pf growth 48h
COc1ccccc1NC(=O)CCC(=O)Nc1ccccc1OC,-2.4%,-5.2,-4.6%,-2.0,-17.2%,-8.5%,6.0%
CCc1nc2sc3c(c2c(=O)o1)CCCC3,0.1%,14.2,-10.3%,7.8,-40.9%,67.1%[activator],3.2%
OCCN1C2CCC1CC(O)(c1ccc(F)cc1)C2 (stereo not given),6.6%,-17.7,3.4%,10.9,-10.0%,-2.7%,.
CC(NS(=O)(=O)c1ccc(Cl)cc1)C(=O)OCC(=O)Nc1ccc(N(C)C)cc1 (stereo not given),.,.,-15.1%,.,-13.0%,21.0%,15.7%
CC(C)(C)c1csc(N/N=C/c2ccc(O)cc2)n1,-8.8%,91.1*,-2.8%,46.8*,10µM*,?,19.0%
COc1ccc(CN2CC(=O)N(c3ccc(C)cc3C)C2=S)cc1OC,1.8%,18.1,-13.6%,-3.7,66.5%[activator],?,?
Cc1nnc(SCC(=O)NNC(=O)COc2ccc(Cl)cc2)s1,0.9%,-6.5,-3.0%,-2.0,-11.6%[11.4 µM],21.3%,-0.9%
CC(=O)Nc1nc(C2CC2)cc(-c2ccccc2)c1C#N,-5.2%,5.7,-3.8%,-5.0,-23.8%,?,5.4%
CC(C)Sc1snnc1-c1ccccc1,-8.7%,13.1,2.2%,9.0,-22.6%,-12.8%,-13.6%
COc1ccc(CCNC(=O)CSc2cc(=O)[nH]c(N)n2)cc1OC,-1.6%,19.2,-6.7%,1.6,21.9%,11.7µM*,3.9%
C=CCN1CCN(C(=O)c2ccc3c(c2)OCO3)CC1,-2.6%,-3.1,-7.9%,-1.2,-9.2%,-0.4%,-4.2%
N#Cc1ccc(C(=O)CN2CCN(c3ccccc3)CC2)cc1,-5.3%,20.4,-10.0%,-1.7,-14.6%,-7.1%,?
Cc1ccccc1OP(N)(=O)Oc1ccccc1C,3.0%,-5.3,3.5%,1.2,-41.7%,15.2%,-19.7%
COC(=O)COc1cccc2c(=O)n(CC(=O)N3CCCCC3)ccc12,-1.3%,7.8,4.8%,-1.3,-3.9%,?,35.3%
Cc1c(NC(=O)/C=C/C(=O)O)cccc1[N+](=O)[O-],-2.3%,-14.5,1.8%,0.5,81.5%[activator],?,7.6%
O=C(O)Cc1ccc(NC(=S)Nc2cccc(Cl)c2Cl)cc1,2.2%,4.4,3.8%,-1.0,-11.3%,14.9%,-5.6%
Cc1ccc(S(=O)(=O)CCSc2n[nH]c(=O)n2-c2ccccc2)cc1,0.0%,-1.8,-5.8%,-2.3,-4.7%,-28.8%,-13.0%
CCOC(=O)COc1nc(C)c(Br)c(OC)n1,-4.4%,35.1,-2.6%,-2.0,-15.8%,-0.5%,-1.4%
COc1nc(-c2ccccc2Cl)ccc1C#N,2.7%,7.9,-2.2%,9.2,-32.0%,1.0%,-12.3%
CS(=O)(=O)N(CC(=O)N1CCCCC1)Cc1ccccc1,-2.8%,1.9,3.1%,-1.8,2.8%,64.8%[activator],?
COc1cccc(NC(=O)c2sc3nc4n(c(=O)c3c2C)CCC4)c1,3.8%,68.9*,5.3%&-0.9%,48.8*,59.5%,?,58.8%[activator]
COc1ccc(NC(=O)Nc2ccc(C(=O)N3CCOCC3)cc2)cc1OC,-1.2%,-9.3,7.4%,9.3,-15.8%,22.2%,1.5%
CCN(CC)CCC(c1cc(OC)c(OC)c(OC)c1)c1c(OC)cc(OC)c2c(-c3ccccc3)cc(=O)oc12 (stereo not given),3.2%,-17.0&-9.6,-4.8%,-14.6&-8.5,214.6%[activator],2.94µM*,3.29µM*
Cc1cc2cc(CN(Cc3ccc4c(c3)OCO4)C(=O)c3ccco3)c(=O)[nH]c2cc1C,3.1%,-2.8,-1.7%,-1.9,-5.1%,?,?
CCCNc1nc(C)cc(-c2cc(-c3ccc(Cl)cc3)on2)n1,1.5%,-7.8,-6.2%,-3.4,-2.9%,40.1%[activator],22.9%

# Next part; it opens with the four that closed the last part.
SMILES,LmPK inhibitor,Shiga toxin inh,TbPYK inhibitor,CHX counter,AmpC no deterg,Pf growth 96h,Pf growth 48h
COc1ccc(NC(=O)Nc2ccc(C(=O)N3CCOCC3)cc2)cc1OC,-1.2%,-9.3,7.4%,9.3,-15.8%,22.2%,1.5%
CCN(CC)CCC(c1cc(OC)c(OC)c(OC)c1)c1c(OC)cc(OC)c2c(-c3ccccc3)cc(=O)oc12 (stereo not given),3.2%,-17.0&-9.6,-4.8%,-14.6&-8.5,214.6%[activator],2.94µM*,3.29µM*
Cc1cc2cc(CN(Cc3ccc4c(c3)OCO4)C(=O)c3ccco3)c(=O)[nH]c2cc1C,3.1%,-2.8,-1.7%,-1.9,-5.1%,?,?
CCCNc1nc(C)cc(-c2cc(-c3ccc(Cl)cc3)on2)n1,1.5%,-7.8,-6.2%,-3.4,-2.9%,40.1%[activator],22.9%
CCOc1cc2[nH]c(=S)n(Cc3ccc(C(=O)N4CCN(C)CC4)cc3)c(=O)c2cc1OCC,-2.2%,6.6,-6.3%,-1.7,34.7%,-8.4%,?
CN(N)c1ccc2c(C(F)(F)F)cc(C(F)(F)F)nc2n1,0.7%,-21.5,-6.6%,-4.0,-0.2%,3.3%,-8.5%
COc1cc2c(cc1OC)-c1nnnn1C(C)(C)C2,-0.9%,2.9,-10.7%,4.1,-11.4%,3.8%,19.5%
COc1ccc(/C=N/NC(=O)c2ccoc2C)cc1CN1CCN(c2ccc(F)cc2)CC1,-2.5%,51.1*,10.6%,45.2*,23.0%,?,9.28µM*
COC(=O)c1sccc1N/N=C/c1cccc(Oc2ccccc2)c1,-25.4%,38.3*,-7.9%,39.6*,-25.2%,17.6%,205.1%[activator]
COc1ccc(Cl)cc1S(=O)(=O)N1CCN=C1c1ccccc1,-5.5%,5.6,-2.2%,-2.1,43.1%,?,4.4%
CCCN(CCC)c1nc(N)c(C#N)c(CC#N)c1C#N,6.5%,2.9,-0.5%,3.6,-23.4%,13.1µM*,.
CC1(C)Cc2cccc(OCC(=O)N3CCN(S(=O)(=O)c4ccccc4)CC3)c2O1,-0.2%,-5.6,-5.8%,9.7,63.3%[activator],4.65µM*,?
CSc1nc2n(n1)C(c1cccc(F)c1)C(C(=O)Nc1ccc(C)cc1C)=C(C)N2 (stereo not given),5.2%,-3.6,3.5%,-0.9,-23.9%,-2.5%,40.8%[activator]
N#CC1=C(N)NC(SCC(=O)c2ccc(Cl)cc2)=C(C#N)C12CCCC2,7.6%,25.9,-11.5%,5.6,-26.4%,.,?
Cc1ccc2nc(SCC(=O)NC3CCCC3)nc(=O)n2c1,.,.,1.9%,.,?,8.8%,-0.4%
CCOc1ccc(/C(C)=N/NC(=O)c2nnn(-c3nonc3N)c2-c2cccs2)cc1,-6.0%,2.0,3.0%,-7.3,-13.5%,34.4%[activator],21.9%
CCOc1ccc(C2c3c(oc4ccccc4c3=O)C(=O)N2CCCN2CCOCC2)cc1 (stereo not given),-1.1%,19.1,-15.6%,17.5,22.9%,.,?
